Hsp70 displacement – Hsp70 inhibitors, probe displacement, primary screen, biochemical, fluorescence polarization (AID 583); hit rate 0.06% among 140,000; one-dose displacement, % at 20 µM; IC50 in µM for titrated hits; Hsp70 fluorescence polarization probe displacement, mP; higher % means a stronger effect; in the data active means displacement above about 50%;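 further: plate controls were vehicle for no effect and reference ligand for full effect; a part of the inactive calls stands beside numbers as strong as those of hits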
Rat MKP-3 inhibitors – inhibition of rat DUSP6 enzyme activity – biochemical, in vitro, primary screen (AID 425). recombinant MKP-3 phosphatase activity, fluorescence; higher % means a stronger effect. inhibition, % at 20 µM, or IC50 in µM where a hit was titrated. hit rate 0.17% among 110,000; in the data active means inhibition above about 50%;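 further: plate controls were vehicle for no effect and reference inhibitor for full effect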
Numbers without * were called inactive; · = not tested or not shown; & = joins results of further samples. Some of the compounds tested (hit frequency here may not be typical).

compound	Hsp70 displacement	Rat MKP-3 inhibitors
CCS(=O)(=O)N1CCN(c2nc(-c3ccccc3)cs2)CC1	-5.3%	-4%
CC1CCN(c2cccc3c2C(=O)c2ccccc2C3=O)CC1	1.9%	0%
Cc1ccc(Cl)cc1N1CCN(C(=O)COc2ccc(S(=O)(=O)NC(C)C)cc2)CC1	-1.9%	-17%
CC1CCN(C(=O)CSc2nncn2C)CC1	-2.9%	·
O=C1CCC(C(=O)Nc2ccc(OC(F)F)cc2)N1 (stereo not drawn)	8.3%	-10%
CCn1c(C(=O)N2CCc3ccccc3C2)cc2sccc21	-5.0%	0%
Cc1nc(NC(=O)CSc2nc3cccnc3n2C2CCCCC2)sc1C	-0.5%	-1%
CCN(C(=O)c1coc(=O)c(Br)c1)c1ccc2c(c1)OCO2	23%	0%
CC(C)OCC(O)Cn1c(N2CCCC2)nc2c1c(=O)[nH]c(=O)n2C (stereo not drawn)	2.5%	-4%
O=C(NCc1ccc2c(c1)OCO2)c1sc2ccccc2c1Cl	-0.5%	3%

Continued:
compound	Hsp70 displacement	Rat MKP-3 inhibitors
CC(C)Sc1nc2ccccc2c(=O)[nH]1	0.3%	·
Cc1cc(NC(=O)c2cc3nc(C4CC4)cc(C(F)(F)F)n3n2)no1	9.6%	-12%
COc1cc(C)nc2nc(SCc3ccccc3)nn12	-6.7%	·
C=CCNC(=O)c1ccccc1NC(=O)c1ccccc1C	1.7%	·
COc1cccc(C(=O)Nc2ccccc2C(F)(F)F)c1	-1.4%	0%
Cc1ccc(S(=O)(=O)N2CCN(C(=O)Cc3ccccc3)CC2)cc1	2.2%	·
CC(C)(C)OC(=O)N[C@@H](Cc1ccccc1)c1nnc(SCC(=O)O)o1	-3.7%	-7%
CC(C)(C)N=Cc1cc(-c2ccccc2)sc1O	3.9%	·
CC(C)(C)n1nnc(CCc2nnn(C(C)(C)C)n2)n1	-3.6%	-4%
Cc1ccc(N(C(=O)C2CCCC2)C2C=CS(=O)(=O)C2)cc1C (stereo not drawn)	-3.8%	4%

Arranged by value in Rat MKP-3 inhibitors (low to high): 5 of the compounds above
canonical_smiles,Hsp70 displacement,Rat MKP-3 inhibitors
Cc1cc(NC(=O)c2cc3nc(C4CC4)cc(C(F)(F)F)n3n2)no1,9.6%,-12%
CC(C)(C)OC(=O)N[C@@H](Cc1ccccc1)c1nnc(SCC(=O)O)o1,-3.7%,-7%
CC(C)(C)n1nnc(CCc2nnn(C(C)(C)C)n2)n1,-3.6%,-4%
COc1cccc(C(=O)Nc2ccccc2C(F)(F)F)c1,-1.4%,0%
Cc1ccc(N(C(=O)C2CCCC2)C2C=CS(=O)(=O)C2)cc1C (stereo not drawn),-3.8%,4%

Going on with the list.
compound	Hsp70 displacement	Rat MKP-3 inhibitors
Cc1ccc(/C(O)=C2\C(=O)C(=O)N(c3ccc(O)cc3)C2c2cccc(F)c2)cc1 (stereo not drawn)	4.6%	2%
CC1=C(C(=O)Nc2ccccc2C)C(c2ccc(Cl)cc2Cl)NC(=O)N1 (stereo not drawn)	-2.8%	0%
CC(C)CCOP(=O)(c1ccc(N(C)C)cc1)C(O)c1ccccc1F (stereo not drawn)	-5.8%	-5%
CC(C)Cc1cc(C(=O)N2N=C(C(F)F)CC2(O)C(F)F)c2ccccc2n1 (stereo not drawn)	-0.7%	·
Cc1ccccc1NC(=O)c1ccc(OCC(C)C)cc1	1.9%	-4%
CCCc1cc(=O)n2[nH]c(NCc3ccccc3Cl)nc2n1	0.0%	0%
CN=C(Nc1ccccc1OC)SC1CC(=O)N(c2ccccc2F)C1=O (stereo not drawn)	2.8%	2%
COCCn1c(SCC(N)=O)nc2c(c1=O)SC(C)C2 (stereo not drawn)	2.2%	-1%
Cc1nn(C)cc1C1C2=C(CC(C)(C)CC2=O)OC2=C1C(=O)CC(C)(C)C2	1.0%	4%
COc1cccc(C2CC(c3ccccc3Cl)Nc3nc(N)nn32)c1 (stereo not drawn)	1.1%	·

Four entries from above, field by field.
Cc1ccc(/C(O)=C2\C(=O)C(=O)N(c3ccc(O)cc3)C2c2cccc(F)c2)cc1 (stereo not drawn)
  Hsp70 displacement: 4.6%
  Rat MKP-3 inhibitors: 2%
CC1=C(C(=O)Nc2ccccc2C)C(c2ccc(Cl)cc2Cl)NC(=O)N1 (stereo not drawn)
  Hsp70 displacement: -2.8%
  Rat MKP-3 inhibitors: 0%
CC(C)CCOP(=O)(c1ccc(N(C)C)cc1)C(O)c1ccccc1F (stereo not drawn)
  Hsp70 displacement: -5.8%
  Rat MKP-3 inhibitors: -5%
CC(C)Cc1cc(C(=O)N2N=C(C(F)F)CC2(O)C(F)F)c2ccccc2n1 (stereo not drawn)
  Hsp70 displacement: -0.7%
  Rat MKP-3 inhibitors: ·

More entries follow.
compound	Hsp70 displacement	Rat MKP-3 inhibitors
CCOC(=O)c1[nH]cnc1C(=O)Nc1ccncc1	·	-16%
CCOC(=O)C1CCCN(C(=O)COC(=O)c2cc(=O)c3ccccc3o2)C1 (stereo not drawn)	-2.0%	-2%
O=C(NCC1c2ccccc2CCN1C(=O)c1cccs1)C1CCCCC1 (stereo not drawn)	-4.4%	3%
CCN(CC)C(=O)c1c(F)cccc1F	-3.4%	-2%
COc1cc2cc(C(=O)Nc3ccccc3)c(N)nc2cc1OC	-4.9%	-11%
COc1ccc2ccccc2c1C=Nc1ccc(Cl)c([N+](=O)[O-])c1	0.6%	1%
O=C(c1ccc(F)cc1)N1CCN(c2cc(N3CCCC3)c(F)cc2[N+](=O)[O-])CC1	0.4%	2%
Cc1onc(-c2c(Cl)cccc2Cl)c1C(=O)Nc1nc(-c2ccc3ccccc3c2)cs1	-26%	1%
COC(=O)c1ccc(COc2ccc3c(C)c(C)c(=O)oc3c2)o1	0.2%	-4%
Cc1cccc(NCCNc2cccc(C)c2)c1	-2.5%	·

Next part
compound	Hsp70 displacement	Rat MKP-3 inhibitors
Cc1cccc(CC2CC(=O)N(c3ccc4ccccc4n3)C2=O)c1 (stereo not drawn)	0.1%	-5%
Cc1ccc(-c2cc(NC(=O)CCl)n(-c3ccccc3)n2)cc1	2.4%	·
C/C(=C(\C#N)C(=O)NCCCN1CCOCC1)N(C)C	0.2%	-7%
COCCSc1nnc(NC(=O)C(C)(C)C)s1	-4.2%	·
COc1ccc(CCN=CC2=C(O)CC(C)(C)CC2=O)cc1	3.8%	·
CS(=O)(=O)c1cccc(C(=O)Oc2ccccc2)c1	-0.1%	-6%
CC1(C(=O)NCc2cccs2)CC1(Br)Br (stereo not drawn)	-2.2%	1%
O=c1cc(-c2ccccc2)nc2cc(-c3cccc(Cl)c3)[nH]n12	1.1%	-2%
COc1ccc2[nH]c(C)c(C(=O)CN3CC(C)OC(C)C3)c2c1 (stereo not drawn)	-11%	-1%
Cn1c(=O)c2c(nc(CN3CCOCC3)n2CCc2ccccc2)n(C)c1=O	-0.3%	-11%

Following part
compound	Hsp70 displacement	Rat MKP-3 inhibitors
COc1ccc(CNc2ccc(-c3ccccc3OC)nn2)cc1	-9.3%	·
CCOC(=O)C1(C)NC(c2ccc(OC)c(OC)c2)C2C(=O)N(CC)C(=O)C21 (stereo not drawn)	5.7%	-6%
COc1ccc(CC(=O)Nc2ccc(C(C)=O)cc2)cc1OC	3.7%	0%
CC1(C)CC(=O)c2cc(-c3ccccc3)n(-c3ccccc3)c2C1	-0.7%	-4%
Cc1cc(Br)ccc1S(=O)(=O)NCc1ccccc1	0.4%	1%
CN1c2ccccc2C(C)(C)C12C=Cc1cc(C=O)ccc1O2 (stereo not drawn)	-12%	2%
CC1=C(C(=O)Nc2ccccc2)C(c2ccco2)n2ncnc2N1 (stereo not drawn)	5.5%	-11%
COC(=O)CSc1nc(-c2ccccc2)c2c(c1C#N)CCCC2	-1.9%	·
CCOC(=O)c1c(NC(=O)CSc2nnc(-c3ccco3)o2)sc(C(C)=O)c1C	-1.1%	-4%
O=C1C(=C2CCCCC2)SC(=S)N1Cc1ccco1	1.6%	4%

(further entries)
SMILES,Hsp70 displacement,Rat MKP-3 inhibitors
CCOc1cc(-c2nnc(-c3ccco3)o2)cc(OCC)c1OCC,0.2%,-1%
C=CCn1c(SCCOc2ccc(OC)cc2)nnc1C(C)NC(=O)Cc1ccc(OC)cc1 (stereo not drawn),2.3%,·
Cc1cc(C)cc(N(CC(=O)O)S(=O)(=O)c2c(C)noc2C)c1,-0.2%,·
CN(C)c1ccc(NC(=O)c2ccc(Cl)cc2)cc1,1.3%,1%
O=C(Nc1ccc2c(c1)OCO2)C(c1ccccc1)N1CCC2(CC1)OCCO2 (stereo not drawn),-1.9%,-5%
Cc1cccc(N(C(=O)c2ccc(CN3CCOCC3)o2)C(C(=O)NC(C)(C)C)c2ccc(F)cc2)c1 (stereo not drawn),0.9%,·
Cc1ccc(C2C3=C(CC(C)(C)CC3=O)OC3=C2C(=O)CC(C)(C)C3)o1,0.3%,1%
COCC(=O)n1nc(-c2ccccc2)nc1NCc1ccc(F)cc1,5.8%,-4%
CC1=C(C(=O)OC2CCCCC2)C(c2cccnc2)C2=C(CCCC2=O)N1 (stereo not drawn),1.0%,2%
CCOC(=O)c1cn(CC(=O)Nc2ccc(CC)cc2)nn1,5.4%,-14%
CC(C)(C)OC(=O)N1CCC(C(=O)N2CCOCC2)CC1,·,5%
COc1cccc(CNC(=O)C(CCSC)NS(=O)(=O)c2ccc3c(c2)oc(=O)n3C)c1 (stereo not drawn),-2.3%,5%
O=C1CC(c2ccc(Cl)cc2)CC2=C1C(c1cc3c(cc1Br)OCO3)Nc1ccccc1N2 (stereo not drawn),0.5%,4%
CC(=O)CC(=O)Nc1ccc(Nc2ccccc2)cc1,-1.8%,2%
O=C1C2C3C=CC(C3)C2C(=O)N1CCC(=O)N1CCc2ccccc21 (stereo not drawn),-0.4%,·
CCOC(=O)Cc1csc(NS(=O)(=O)Cc2ccccc2)n1,5.0%,2%
CCOC(=O)C(=CNc1ccc(C(C)C)cc1)C(=O)OCC,0.7%,5%
CC(C)c1cc(NC(=O)C(C)(C)C)cc(C(C)C)c1O,-0.8%,-1%
CCCOc1ccc(C(=S)N2CCN(c3cccc(C)c3)CC2)cc1,2.6%,6%
CC1Cc2ccccc2N1C(=O)CSc1nnc2c(n1)[nH]c1ccccc12 (stereo not drawn),-1.6%,-3%
CCN(CCNC(=O)Cn1c(=O)sc2ccccc21)c1ccccc1,-3.5%,-5%
Cc1cccc(N(CC(=O)NC2CCCC2)C(=O)CS(=O)CC(=O)Nc2ccc3c(c2)OCO3)c1C (stereo not drawn),2.3%,·
Cc1ccc(-c2ccc(OCC(=O)Nc3ccccc3C(N)=O)cc2)cc1,-1.3%,3%
N#CCCn1nnc2ccccc21,2.0%,5%
C(=N/Nc1nc2ccccc2o1)/c1ccc(N2CCOCC2)cc1,-3.4%,4%

Remaining list, next part
SMILES,Hsp70 displacement,Rat MKP-3 inhibitors
COc1cc2cc(CN(Cc3cccnc3)C(=O)NCc3ccccc3)c(=O)[nH]c2cc1OC,3.1%,-7%
Cn1c(Cl)cnc1C1CC(=O)c2cc(Cl)ccc2O1 (stereo not drawn),1.5%,3%
C=CCNc1nc(-c2ccncc2)cs1,0.0%,0%
C=CCNC(=O)/C(=C/c1ccc(C)cc1)NC(=O)c1ccc(C)cc1,-5.3%,3%
CCn1c(O)c(N=NC(=O)c2ccccc2[N+](=O)[O-])c2ccccc21,1.1%,-1%
Cc1cc(OCc2nnc(SCC(=O)OC3CCCCC3)o2)ccc1Cl,0.4%,-1%
COc1ccc(CCNC(=O)C(=O)NCC2CCCO2)cc1OC (stereo not drawn),2.1%&-4.6%,1%
COc1ccccc1NC(=O)C1=C(C)NC(=O)NC1c1cc(C)cs1 (stereo not drawn),-1.7%,5%
CCOc1ccc(NC(=O)C(C)O)c(NS(=O)(=O)c2ccc(CCNC(C)=O)cc2)c1 (stereo not drawn),-0.5%,-10%
CCOC(=O)C1CCN(C(=O)CC(c2ccccc2)c2ccccc2)CC1,-2.0%,3%
O=c1cc(CN2CCN(c3ccccc3)CC2)c2c(ccc3ccccc32)o1,-10%,1%
Cc1ccc(N2C(=O)C(Cl)=C(Nc3c(C)n(C)n(-c4ccccc4)c3=O)C2=O)cc1,5.1%,1%
Oc1ccccc1/C=N/c1c(-c2ccco2)nc2ccccn12,6.5%,-20%
O=C(c1cnn2c(C(F)(F)F)cc(-c3ccc4c(c3)OCO4)nc12)N1CCCC1,5.5%,-5%
Cc1noc(/C=C/N(C)C)c1S(=O)(=O)NC1CCCCC1,-2.8%,2%
CCN1CCN(CC(=O)Nc2ccccc2)C(=O)C1=O,-2.4%,-1%
CC(=O)Nc1cc(-c2ccc(C)cc2)nn1Cc1ccccc1,-3.2%,2%
CC(C)Cc1nnc(NC(=O)CSc2nc(=O)cc(N)n2-c2ccccc2)s1,-6.2%,·
Cc1cc(=O)n2nc(N3CCCC3C(=O)NCCCN3CCCCC3)sc2n1 (stereo not drawn),5.9%,-11%
Cc1ccc(S(=O)(=O)NC(=NC(Cc2ccccc2)C(=O)O)c2ccccc2)cc1 (stereo not drawn),-1.4%,-5%
Cc1ccc(-c2cc(C(F)F)n3ncc(C(=O)N4CCN(c5ccccn5)CC4)c3n2)cc1,1.0%,0%
O=S(=O)(c1ccccc1)c1nc(-c2ccco2)oc1NCCCN1CCOCC1,0.4%,-2%
O=C(Cn1cnc2c(nnn2-c2ccccc2)c1=O)N1CCOCC1,0.1%,-4%
CCOc1ccc(Cn2nnc(C(=O)Nc3ccc(OC)cc3OC)c2N)cc1,3.2%,-10%
Cc1cc(C)cc(C(=O)n2cnnc2N)c1,0.5%,6%
COc1cccc(-c2nc(CS(=O)CC(=O)NC3CC3)c(C)o2)c1 (stereo not drawn),0.6%,6%
